Screening data: PubChem, National Center for Advancing Translational Sciences (NCATS)
HepG2 viability: kills HepG2 cells in TGF-b inhibitor counter-screen. Potency, µM (series often up to 46.1 µM), for inactives: at the top dose activity change, negative = cytotoxicity, hits mostly cytotoxic. AID 588856. HepG2 CAGA-GFP viability, ATP luminescence, 18 h. 410,000 compounds, 0.76% hits; also: potency is read from the fitted curve at half-maximal effect; some results filed as inactive show a strong effect at the top dose
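CellTiter-Glo luminescence gave cytotoxicity after 18 hours at 37 degrees C. The cells were HepG2 CAGA-GFP in 1% FBS DMEM, stimulated with 500 pg/mL TGF-beta after compound addition. %Activity was normalised to no-cell wells (complete cell-killing) and DMSO (no toxicity), and curves were fitted and classified.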
Nrf2 ARE act: activators of Nrf2 (ARE) signaling; Potency, µM (doses to about 46.1 µM), for inactives: at the top dose activation, most hits filed as activators; 410,000 compounds, 0.31% hits; AREc32 ARE-luciferase reporter (MCF7-derived line), luminescence, 24 h; also: potency is read from the fitted curve at half-maximal effect; % of control where 0% means no effect; nearly all actives have a fitted effect of over 65% in size
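Luciferase luminescence (Steady-Glo, 30 min at room temperature) served as the read-out of ARE activation in AREc32 cells treated with compounds for 24 hr at 37 deg C.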
Akt phos inh: blocks phosphorylation of Akt; 360,000 compounds, 0.32% hits; Neuro2A IGF-stimulated pAkt S473 HTRF, 20 min; stronger effect = lower value; activity change, % for hits at 50 µM; in the data active = activity change below about -80%; inconclusive = mostly about -51% to -80%; also: % is scaled to controls: 0 for no effect and ±100 for the full control effect
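Neuro2A cells in DMEM with 0.5% FBS, overnight at 37 deg C, given compound at single 50 µM final, then IGF (6 nM final) for 20 min at 37 deg C. Lysed; phospho-Akt Ser473 by HTRF after 24 h, 665/615 ratio.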
TGFb SMAD3 inh: TGF-b pathway inhibition | AID 588855 | Potency, µM (doses to about 46.1 µM), for the others: at the highest dose activity, negative = inhibition, most hits filed as inhibitors | 410,000 compounds, 1.2% hits | HepG2 CAGA-GFP TGF-b/SMAD3 reporter, GFP fluorescence, 18 h; TGF-beta stimulated, 500 pg/mL final; also: potency is read from the fitted curve at half-maximal effect; % is scaled to controls: 0 for no effect and ±100 for the full control effect; nearly all actives have a fitted effect of over 65% in size
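Cell-based qHTS in HEPG2 carrying a CAGA-GFP Smad reporter; compounds added before 500 pg/mL final TGF-beta, 18 h incubation at 37 degrees C, GFP fluorescence quantified per cell by imaging cytometry.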
CCT modulator: cytosolic chaperonin activity modulation. 360,000 compounds, 0.3% hits. activity change, % (concentration not given with the values), hits read low. purified chaperonin ATPase assay, HTRF ADP detection, 30 min. AID 651819; in the data active = activity change below about -30%; also: % is scaled to controls: 0 for no effect and ±100 for the full control effect
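ATPase activity: ADP formed was measured by HTRF Transcreener (665/615 nm ratio) after 30 min at 37 deg C with 10 uM ATP. Compounds screened at one 76 uM concentration against 40 or 20 nM TRiC in Tris pH 7.4/KCl/MgCl2/DTT buffer.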
A549 tox: A549 cytotoxicity, counter-screen for Nrf2 inhibitors | A549 ARE-Fluc cells, CellTiter-Fluor viability, 18-24 h | AID 504648 | Potency, µM (doses to about 46 µM), inactives show at the top dose activity change, negative = cytotoxicity, usual class: inhibitors | 390,000 compounds, 0.16% hits; also: potency is read from the fitted curve at half-maximal effect; % is scaled to controls: 0 for no effect and ±100 for the full control effect
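A549 ARE-Fluc cells in 5% FBS OPTI-MEM, 5000 cells/well, rested 2 h then exposed to compounds in concentration-response for 18-24 h at 37 °C. Viability by CellTiter-Fluor fluorescence (Ex 405/Em 525) after 30 min; luciferase luminescence (BugLite, 15 min, RT) read afterwards.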
MmCpn inh: M. maripaludis TRiC chaperonin inhibition. purified Mm-Cpn ATPase, ADP Transcreener TR-FRET. Potency, µM (highest dose often 76.9 µM), inactives show at the top dose activity, negative = inhibition, most hits filed as inhibitors. 330,000 compounds, 0.031% hits; also: potency is read from the fitted curve at half-maximal effect; % is scaled to controls: 0 for no effect and ±100 for the full control effect; nearly all actives have a fitted effect of over 80% in size
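25 nM Mm-CPN + cpd, 10 min 37°C; + 10 uM ATP, 30 min 37°C; buffer 30 mM Tris pH 7.4, 100 mM KCl, 5 mM MgCl2, 1 mM DTT; Transcreener ADP HTRF detection 30 min RT.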
Nrf2 block: inhibitors of Nrf2 signaling | Potency, µM (top dose mostly 46 µM), inactives show at the top dose activity change, negative = inhibition, usual class: inhibitors | AID 504444 | 360,000 compounds, 2.1% hits | A549 ARE-Fluc reporter, luciferase luminescence, 18-24 h; also: potency is read from the fitted curve at half-maximal effect; % is scaled to controls: 0 for no effect and ±100 for the full control effect; nearly all actives have a fitted effect of over 60% in size
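Two sequential reads on A549 ARE_Fluc cells exposed to compound for 18-24 h: a CellTiter-Fluor fluorescence read for viability, then a luciferase luminescence read for Nrf2/ARE activity.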
ATXN viability: cell viability loss in ATXN counter-screen. S2 cells (HEK-293 line with an ATXN2-luciferase reporter) viability, CellTiter-Fluor protease fluorescence, 24 h. Potency, µM (doses to about 56.7 µM), usual class: cytotoxic. 400,000 compounds, 0.49% hits; also: potency is read from the fitted curve at half-maximal effect; nearly all actives have a fitted effect of over 40% in size
* hit, by the source's call; i = inactive; u = inconclusive; x = not tested or not shown; & = joins results of further samples; [ ] = another dose, or the depositor's remark. Unless noted, calls follow the shape of the dose curve; as a rule, active = well fitted curve in the direction sought with a large enough effect; inconclusive = small, poorly fitted or top-dose-only effect, or another doubt; inactive = no such curve, though single readings can be large; an effect the other way counts as inactive or inconclusive.

Start of the listing, in advance, six compounds:
SMILES	HepG2 viability	Nrf2 ARE act	Akt phos inh	TGFb SMAD3 inh	CCT modulator	A549 tox	MmCpn inh	Nrf2 block	ATXN viability
Cc1ccc(-c2cc(C(F)F)n3ncc(C(=O)Nc4c(C)nn(Cc5c(Cl)cccc5Cl)c4C)c3n2)cc1	0%	0.3%	i	-1%	-0.8	-6%	-2%	-13%	u
Cc1nn(C(=O)CN2C(=O)c3ccccc3C2=O)c(C)c1Br	9%	0.0%	i	-2%	0.9	-3%	0%	3%	i
COc1ccc(/C=C\c2onc(C)c2S(=O)(=O)N2CCC(C(=O)NCCC(C)C)CC2)cc1	-10%	0.9%	i	-14%	1.3	u	0%	u	i
Cc1c(NC(=O)COC(=O)/C=C/c2cccc(Cl)c2)c(=O)n(-c2ccccc2)n1C	10%	5.7%	i	15%	-0.3	8%	3%	-8%	i
CCc1ccccc1NC(=O)c1nnn(CC(=O)Nc2ccccc2C)c1N	-13%	-0.9%	i	0%	-4.9	-10%	0%	-5%	i
N#Cc1ccsc1NC(=O)COC(=O)CCCSc1nc2ccccc2s1	-9%	-1.3%	i	-1%	-5.3	6%	-18%	u	i

The whole of this part (from the top)
SMILES	HepG2 viability	Nrf2 ARE act	Akt phos inh	TGFb SMAD3 inh	CCT modulator	A549 tox	MmCpn inh	Nrf2 block	ATXN viability
Cc1ccc(-c2cc(C(F)F)n3ncc(C(=O)Nc4c(C)nn(Cc5c(Cl)cccc5Cl)c4C)c3n2)cc1	0%	0.3%	i	-1%	-0.8	-6%	-2%	-13%	u
Cc1nn(C(=O)CN2C(=O)c3ccccc3C2=O)c(C)c1Br	9%	0.0%	i	-2%	0.9	-3%	0%	3%	i
COc1ccc(/C=C\c2onc(C)c2S(=O)(=O)N2CCC(C(=O)NCCC(C)C)CC2)cc1	-10%	0.9%	i	-14%	1.3	u	0%	u	i
Cc1c(NC(=O)COC(=O)/C=C/c2cccc(Cl)c2)c(=O)n(-c2ccccc2)n1C	10%	5.7%	i	15%	-0.3	8%	3%	-8%	i
CCc1ccccc1NC(=O)c1nnn(CC(=O)Nc2ccccc2C)c1N	-13%	-0.9%	i	0%	-4.9	-10%	0%	-5%	i
N#Cc1ccsc1NC(=O)COC(=O)CCCSc1nc2ccccc2s1	-9%	-1.3%	i	-1%	-5.3	6%	-18%	u	i
CC(=O)Nc1ccc(S(=O)(=O)NC(C)CCc2ccccc2)cc1 (stereo unspecified)	-3%	-0.6%	i	-7%	-3.9	0%	1%	-7%	i
N#C/C(=C\c1ccccc1F)c1nc2ccccc2c(=O)[nH]1	-15%	17%	x	0%	x	-6%	x	-12%	i
COc1cc(Cl)c(C)cc1NC(=O)CCNC(=O)c1ccco1	-4%	-0.4%	i	-46%	-0.2	-3%	2%	-7%	i
COc1ccc2[nH]c3c(c2c1)CCN1C(=O)N([C@@H](C)C(=O)NCCc2ccc(F)cc2)C(=O)[C@]31C	-55%	3.9%	i	u	1.4	5%	0%	-11%	i
FC(F)(F)c1cc(-c2ccccc2)nc(NCc2cccs2)n1	-25%	0.8%	i	u	-1.4	2%	0%	9%	i
Cc1ccc(C(=O)NNC(=O)Cc2ccccc2)cc1	-8%	2.8%	i	0%	0.5	-3%	-2%	u	i
CC(=O)C1=C(C)NC(SCC(=O)c2ccc(Cl)cc2)=C(C#N)C1c1ccco1 (stereo unspecified)	-17%	8.2%	i	0%	-1.3	-18%	-9%	u	i
CCOC(=O)c1cnc(SCC(=O)N2CCN(c3ccccc3)CC2)nc1N	-30%	0.2%	i	-3%	-3.4	6%	2%	x	i
Cc1c(C#N)c(O)[nH]c(=O)c1N=Nc1ccc(Cl)c(C(=O)O)c1	7%	0.3%	i	18%	-2.9	-4%	0%	6%	i
O=c1[nH]nc(-c2ccc[nH]2)[nH]1	-2%	-0.1%	i	1%	0.3	x	x	x	i
Cc1ccc([N+](=O)[O-])c(-c2n[nH]c(=S)n2-c2cccc(Cl)c2)c1	6%	-0.2%	i	-7%	0.8	-6%	0%	-18%	i
Cc1cc2ccccc2n1CCNC(=O)c1ccccc1	-33%	2.4%	i	14%	-0.7	2%	40µM*	x	i
COc1ccc(-c2c(-c3cc(OC)cc(OC)c3)n(C)c3ccc(-c4ccc5cc[nH]c5c4)cc23)cc1	1%	0.3%	i	3%	4.6	-1%	-11%	3%	i
COc1ccccc1CC(=O)NC1CC(C)(C)NC(C)(C)C1	-1%	0.3%	i	2%	-2.1	-2%	-1%	0%	i
Cc1ccc(F)c(S(=O)(=O)NC(=O)C2(C)CCN2C(=O)COc2ccc(Cl)cc2)c1 (stereo unspecified)	4%	0.0%	i	18%	-0.7	x	x	x	i
COc1ccccc1C(=O)Nc1ccccc1C(=O)OCc1cc(=O)n2c(C)csc2n1	4%	2.9%	x	5%	x	-5%	x	x	x
CC(NC(=O)COc1ccc(Br)cc1)C(=O)O (stereo unspecified)	-4%	-0.2%	x	0%	1.2	-2%	-1%	4%	i
CC(=O)NCCC(=O)Nc1nc(-c2ccc3ccccc3c2)cs1	-36%	7.0%	i	-20%	-5.9	0%	-3%	0%	u
COc1cccc(OC)c1C(=O)NC(=S)Nc1ccc2oc(=O)ccc2c1	10%	0.5%	i	0%	-0.8	2%	-2%	-19%	i
CC1CCC(Nc2nc3c(-c4ccc(Cl)cc4)nnn3c3ccccc23)CC1 (stereo unspecified)	1%	3.9%	x	0%	x	1%	x	8%	i
CN(C)c1ccncc1C(=O)Nc1ccc(F)cc1F	0%	-0.5%	i	8%	-1.5	-1%	-1%	26%	i
Cc1ccc(S(=O)(=O)NCC(=O)OCC(=O)c2cccs2)cc1	-16%	-0.8%	i	-7%	-1.4	-7%	0%	-18%	i
COc1ccccc1C(=O)OCC(=O)NC(=O)NC1CCCC1	-18%	0.1%	i	-4%	-1.1	0%	-2%	-3%	x
Cc1cc(C)c[n+](-c2[nH]c(=O)sc2/C=N/N=C(\[O-])c2cccnc2)c1	-4%	1.5%	i	2%	1.0	-16%	-10%	4%	u
Cc1ccc(C)c(N2C(=O)CC(Cc3ccccc3)C2=O)c1 (stereo unspecified)	-4%	-0.7%	i	-6%	-1.0	1%	-1%	5%	i
COc1ccccc1Oc1ccc(N2CC(C(=O)OCC(=O)c3ccccc3)CC2=O)cc1 (stereo unspecified)	7%	-0.7%	i	106%[activator]	-1.5	0%	-8%	9%	i
COc1ccc(OC)c(NC(=O)CCC(=O)Nc2nnc(C(F)(F)F)s2)c1	29%	-0.7%	i	0%	0.8	3%	-1%	-6%	i
COCCC(=O)N1CCCC(C(=O)c2ccc(C(F)(F)F)cc2)C1 (stereo unspecified)	13%	-0.2%[9.22 µM]	i	9%	2.0	8%	1%	12%	i
CC(C)CCNC(=O)c1cccc(-n2cnc3cccnc32)c1	-9%	6.8%	x	0%	x	0%	x	4%	x
Cc1ccc(S(=O)(=O)/C(C#N)=C/c2c(N3CCOCC3)nc3ccccn3c2=O)cc1	-2%	4.9%	i	1%	-4.4	u	0%	6%	u
CC1CCCC(NC(=O)COC(=O)COc2ccc(Cl)cc2)C1C (stereo unspecified)	2%	0.0%	i	1%	-0.6	1%	0%	19%	i
O=C1CN(C(=O)CSc2nc(-c3ccccc3)cs2)c2ccccc2N1	5%	0.7%	i	-24%	-0.9	3%	2%	u	i
CC(C)CCn1cnc2c1c(=O)[nH]c(=O)n2Cc1ccccc1	-3%	2.6%	i	4%	-0.9	13%	0%	3%	i
CCOc1cc(CNCC(O)c2ccccc2)cc(Cl)c1OC (stereo unspecified)	-22%	-0.1%	i	0%	-5.1	0%	-2%	15%	i
Cc1ccccc1NC(=O)c1cccc(NC(=O)c2ccccc2C(=O)O)c1	31%	0.3%	i	22%	-1.1	-2%	x	1%	i
CCN(CC)CCN1C(=O)C(O)=C(C(=O)c2cccs2)C1c1ccc(C)o1 (stereo unspecified)	-12%	2.9%	i	5%	-4.0	-9%	1%	-1%	i
CCN1CCN(CCCNC(=O)c2cn(CCOC)c(=O)c3c2c2ccccc2n3C)CC1	-8%	-0.1%	x	17%	-3.1	7%	1%	x	i
Cc1ccc(-n2ncc(C(=O)O)c2C2CCN(C(=O)OC(C)(C)C)CC2)cc1	-21%	-1.5%	i	-10%	-3.3	8%	1%	-3%	i
CCC(C)NC(=O)c1nn(C)c(=O)c2ccccc12 (stereo unspecified)	1%	3.4%	i	-15%	-0.8	-15%	-2%	-13%	i
COc1ccc([N+](=O)[O-])cc1C1NN=C(c2cccc3ccccc23)S1 (stereo unspecified)	2%	u	i	10%	-2.0	1%	0%	7%	i
COc1ccccc1OCCCn1c(C)c(C#N)c2ccccc21	-4%	3.6%	i	-7%	-5.7	-12%	-1%	-17%	i
CNC(=O)C1CCC(Cn2c(=O)c3sccc3n(CC(=O)NCc3ccc(C)cc3)c2=O)CC1 (stereo unspecified)	-16%	0.2%	x	u	x	5%	x	u	i
O=c1[nH]c(Nc2ccc3c(c2)OCCO3)nnc1Cc1ccc(Cl)cc1	-10%	-0.5%	i	-2%	0.8	5%	0%	u	i
COc1ccccc1Oc1ccc(NC(=O)c2ccccc2C)cc1	-1%	2.4%	i	-5%	-0.9	7%	2%	u	i
CCn1c2ccccc2c2cc(CNCc3ccc(OC)cc3OC)ccc21	10µM*	-3.6%	i	u	-1.8	-2%	-1%	-5%	x
CCN1C(=NCCCOC(C)C)N[C@@H](c2ccccc2)[C@H](C(=O)OC)[C@H]1C	-11%	-1.5%	i	-4%	0.7	4%	2%&2%	-13%	i
O=C(CNCc1ccccc1Cl)NCc1ccco1	8%	17%	i	3%	0.5	-3%	-1%	1%	i
